Source: PubChem (National Center for Advancing Translational Sciences (NCATS))
JMJD2A Tudor: JMJD2A Tudor domain (human) inhibition | AlphaScreen JMJD2A-Tudor / H3K4me3 peptide binding | 390,000 compounds, 4.4% hits | Potency, µM (titrated, usually from 114 µM), for inactives: top-dose activity change, negative = inhibition, hits mostly inhibitors | O75164; further: on the % scale 0 is the no-effect control and ±100 the full control effect; nearly all actives have a fitted effect of over 50% in size
Target sequence (O75164 whole entry, looked up, the tested form may be a part): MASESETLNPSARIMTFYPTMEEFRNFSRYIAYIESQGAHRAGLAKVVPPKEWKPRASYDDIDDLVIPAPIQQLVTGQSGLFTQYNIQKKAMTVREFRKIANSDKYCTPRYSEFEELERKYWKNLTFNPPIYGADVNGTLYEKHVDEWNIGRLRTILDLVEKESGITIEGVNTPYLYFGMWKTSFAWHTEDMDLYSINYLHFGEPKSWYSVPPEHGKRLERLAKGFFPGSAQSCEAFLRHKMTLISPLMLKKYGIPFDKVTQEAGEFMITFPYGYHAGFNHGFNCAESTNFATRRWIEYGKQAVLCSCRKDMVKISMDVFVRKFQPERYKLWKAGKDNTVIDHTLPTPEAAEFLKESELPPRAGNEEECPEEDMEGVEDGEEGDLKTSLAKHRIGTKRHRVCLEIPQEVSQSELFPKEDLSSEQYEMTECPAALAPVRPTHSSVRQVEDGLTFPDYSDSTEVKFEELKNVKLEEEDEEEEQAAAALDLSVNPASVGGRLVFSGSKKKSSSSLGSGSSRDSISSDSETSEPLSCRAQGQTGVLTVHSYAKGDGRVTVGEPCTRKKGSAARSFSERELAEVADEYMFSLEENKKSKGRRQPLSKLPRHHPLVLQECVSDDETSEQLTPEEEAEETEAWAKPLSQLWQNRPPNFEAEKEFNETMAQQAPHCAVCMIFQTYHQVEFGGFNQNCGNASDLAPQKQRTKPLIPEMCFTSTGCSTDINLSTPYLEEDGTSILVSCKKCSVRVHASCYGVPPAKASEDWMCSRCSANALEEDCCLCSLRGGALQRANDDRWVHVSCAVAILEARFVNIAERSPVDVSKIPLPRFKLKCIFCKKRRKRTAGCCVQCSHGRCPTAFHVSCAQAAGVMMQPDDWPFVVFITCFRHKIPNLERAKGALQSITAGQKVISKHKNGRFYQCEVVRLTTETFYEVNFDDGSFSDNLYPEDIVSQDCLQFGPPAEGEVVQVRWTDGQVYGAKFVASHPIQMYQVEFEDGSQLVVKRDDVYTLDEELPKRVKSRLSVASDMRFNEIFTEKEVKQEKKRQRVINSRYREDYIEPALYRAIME
HP1b chromo inh: blocks HP1-beta chromodomain binding to methylated histone tails | Potency, µM (titrated, usually from 114 µM), for inactives: top-dose activity change, negative = inhibition, most hits filed as inhibitors | 390,000 compounds, 0.56% hits | P83916 | AlphaScreen HP1-beta / biotin-H3K9me3 peptide binding; further: nearly all actives have a fitted effect of over 70% in size; inactives centre near 23
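HP1-beta protein (50 nM final) preincubated 30 min at room temperature with biotinylated H3(1-18)K9me3 peptide (50 nM) in PBS pH 7.4, 0.01% Tween-20, then compound added for 30 min. AlphaScreen streptavidin donor/nickel chelate acceptor beads (10 ug/mL final), 30 min dark, luminescence read.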
BLM inh: inhibitors of human Bloom syndrome helicase BLM. P54132. recombinant BLM DNA unwinding, fluorescence dequenching. Potency, µM (top dose mostly 56.1 µM), for the others: at the top dose activity change, negative = inhibition, most hits filed as inhibitors. 350,000 compounds, 0.2% hits. AID 2528;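 further: plate controls were vehicle for no effect and no enzyme for full effect; nearly all actives have a fitted effect of over 35% in size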
POLI inh: blocks human DNA polymerase iota activity; Q9UNA4; Potency, µM (series often up to 115 µM), for the others: at the highest dose activity, negative = inhibition, most hits filed as inhibitors; 390,000 compounds, 1% hits; Pol iota fluorescent replication assay, 10 min
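Pol iota at 10 nM preincubated 15 min with compounds at room temperature; reaction started with fluorescent substrate, 50 nM final. Fluorescence read kinetically at 0 and 10 min; buffer-only wells as negative control.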
G9a block: blocks human histone lysine methyltransferase G9a | G9a H3K9 monomethylation, AlphaScreen, 2 h | Q96KQ7 | AID 504332 | Potency, µM (titrated, usually from 102 µM), inactives show at the highest dose activity, negative = inhibition, usual class: inhibitors | 350,000 compounds, 8.8% hits; further: on the % scale 0 is the no-effect control and ±100 the full control effect; nearly all actives have a fitted effect of over 75% in size
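G9a (20 nM) was preincubated 15 min with compound, then reacted 2 h at room temperature with 500 nM biotin-H3K9 peptide and 20 µM SAM. Monomethyl-H3K9 detected by AlphaScreen using anti-H3K9me1 antibody.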
GLS inh: blocks human kidney-isoform glutaminase activity | Potency, µM (highest dose often 45.5 µM), for inactives: at the top dose activity change, negative = inhibition, actives largely listed as inhibitors | 410,000 compounds, 0.21% hits | GLS enzymatic activity, qHTS titration | O94925; further: on the % scale 0 is the no-effect control and ±100 the full control effect
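Human kidney-isoform GLS in 45 mM KH2PO4 pH 8.2, 0.02% Tween-20, with compound, started with 1mM L-Glutamine (added stock). Glutamate oxidase/HRP/Amplex red coupled fluorescence read at start and after 30 min at RT.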
Pin1 inhibitor: human Pin1 inhibition | Q13526 | Pin1 FP peptide displacement, HiFluor488, 10 min | Potency, µM (top dose mostly 115 µM), for the others: at the highest dose activity, negative = inhibition, most hits filed as inhibitors | 390,000 compounds, 0.009% hits; active means well fitted inhibition curve with a large enough effect in the polarisation, with a control signal flat, not every such curve was filed as active; inconclusive means small, poorly fitted or top-dose-only effect, or effect the other way, or a change in a side signal; inactive means no such curve, though single readings can be large or run the other way; the % refers to the polarisation; further: on the % scale 0 is the no-effect control and ±100 the full control effect
PGK inhibitor: T. brucei PGK inhibition; 380,000 compounds, 0.043% hits; PGK/GAPDH coupled, Kinase-Glo luminescence, 60 min; P07378; Potency, µM (titrated, usually from 57.5 µM), for the others: top-dose activity change, negative = inhibition, usual class: inhibitors; further: on the % scale 0 is the no-effect control and ±100 the full control effect; nearly all actives have a fitted effect of over 60% in size
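Luminescent ATP detection (Kinase-Glo Plus) follows a 60-minute room-temperature incubation, with wells lacking PGK as controls. Buffer: 100 mM TEA (pH 7.6), 5 mM MgCl2, 0.01% Tween-20. Coupling enzyme GAPDH (100 nM final) supplies unstable 1,3-BPG in-well.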
BAZ2B inh: blocks human BAZ2B. Potency, µM (top dose mostly 114 µM), without a hit: top-dose activity change, negative = inhibition, hits mostly inhibitors. Q9UIF8. AlphaScreen BAZ2B-H3K14Ac peptide displacement. 360,000 compounds, 4.4% hits; further: on the % scale 0 is the no-effect control and ±100 the full control effect; nearly all actives have a fitted effect of over 60% in size
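In this displacement format the biotinylated H3(5-23) peptide acetylated at Lys14 serves as ligand at 50 nM, with BAZ2B at 50 nM in PBS pH 7.4 containing 0.01% Tween-20. Donor and acceptor beads are 10 ug/mL final.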
Active calls of the source: *; i = inactive; ? = inconclusive; / = no result given; & = joins results of further samples; [ ] = another dose, or the depositor's remark. Unless noted, the call rests on the fitted dose curve; in most records, active means well fitted curve in the direction sought with a large enough effect; inconclusive means small, poorly fitted or top-dose-only effect, or another doubt; inactive means no such curve, though single readings can be large; an effect the other way counts as inactive or inconclusive. Potency means the concentration at half of the fitted maximal effect. Not all compounds are listed; rates above refer to the full screens.

SMILES	JMJD2A Tudor	HP1b chromo inh	BLM inh	POLI inh	G9a block	GLS inh	Pin1 inhibitor	PGK inhibitor	BAZ2B inh
Cc1csc(NC(C)c2nc3cc(Cl)c(Cl)cc3n2CCCO)n1 (stereo not given)	-28%	47%[activator]	/	16%	/	8%	-4%	-9%	/
Cc1cccc(NC(=O)NC2CC(=O)N(c3ccc4c(c3)OCCO4)C2)n1 (stereo not given)	-11%	27%	1%	28%	-46%	-12%	-1%	2%	-23%
CC(C)Oc1ccc(CC(=O)NNC(=S)Nc2ccccc2)cc1	-8%	39%[activator]	-6%	3%	/	14%	1%	-9%	0%
O=C(Cn1ncc2c3ccccc3n(Cc3ccccc3)c2c1=O)NCCN1CCOCC1	-28%	21%	5%	61%[activator]	20%	0%	-3%	-6%	-10%
O=C(Cn1cnc2c(nnn2Cc2ccc(F)cc2)c1=O)NC1CCCC1	-11%	16%	-3%	1%	6%[59 µM]	0%	-9%	-9%	1%
CCOC(=O)COc1ccc(-c2nnn(CC(=O)Nc3ccccc3)n2)cc1	-3%	30%	-6%	18%	11%[59 µM]	-1%	-3%	/	-6%
CCCCNC(=O)c1ccc2c(=O)n(-c3ccccc3)c(=O)[nH]c2c1	-7%	19%	3%	13%	0%[59 µM]	2%	-4%	-9%	0%
CCCCSc1nc2c(c(=O)[nH]1)CCC2	-2%	35%	1%	?	-10%[59 µM]	5%	2%	3%	-6%
O=C(Nc1cccc2c1C(=O)NC2=O)c1ccc(N2C(=O)CCC2=O)cc1	-14%	26%	0%	2%	-11%	11%	-4%	1%	-6%
COc1cccc(NC(=O)CN2C(=O)NC3(CCCCCC3)C2=O)c1	-10%	26%[57 µM]	/	-17%	/	-6%	-3%	3%	/
CCCc1cc(Nc2cccc(OC)c2)n2ncnc2n1	-25%	0%	2%	33%[activator]	-32%[59 µM]	5%	6%	-9%	-4%
Cc1cccc(NC(=O)Cn2c(=O)n(CC3CCC(C(=O)NCCc4ccccc4)CC3)c(=O)c3ccccc32)c1C (stereo not given)	13%	30%	0%	7%	-4%[59 µM]	-5%	?	-2%	-1%
O=C(NCc1ccccc1)C(c1ccncc1)N(C(=O)c1csnn1)c1ccccc1F (stereo not given)	-8%	10%	1%	24%	?	2%	-1%	i	5%
Cc1cccc(OCCCn2c(CO)nc3ccccc32)c1	-26%	25%	-3%	33%[activator]	9%	1%	-3%	0%	-19%
CCOC(=O)C1CCN(S(=O)(=O)CCNC(=O)c2ccccc2)CC1	-8%	28%	/	9%	2%	1%	2%	1%	-5%
Cc1ccc(-n2c(SCC(=O)c3c(N)n(C)c(=O)n(C)c3=O)nc3sc4c(c3c2=O)CCCC4)c(C)c1	-15%	24%	-7%	18%	?	-13%	26%	i	-6%
COCCn1c(Sc2ccccc2)nc2c1c(=O)[nH]c(=O)n2C	-8%	29%	-2%	16%	-4%	-6%	0%	-7%	6%
Cc1nn(CC(=O)Nc2cccc(Cl)c2)c(=O)c2cc(-c3ccccc3)nn12	9%	32%	0%	-9%	26%	1%	-4%	1%	-8%
O=C(N/N=C/c1ccc(OCC(=O)N2CCCC2)cc1)C(=O)NC1CC1	-11%	6%[57 µM]	3%	6%	/	-2%	-1%	-3%	-8%
O=C(CN1C(=O)S/C(=C\c2ccccc2)C1=O)Nc1cc([N+](=O)[O-])ccc1O	?	-13%	-13%	-21%	?	1%	-4%	-10%	?

Sorted by the number under BAZ2B inh (rising): 3 from the list above
SMILES	JMJD2A Tudor	HP1b chromo inh	BLM inh	POLI inh	G9a block	GLS inh	Pin1 inhibitor	PGK inhibitor	BAZ2B inh
O=C(N/N=C/c1ccc(OCC(=O)N2CCCC2)cc1)C(=O)NC1CC1	-11%	6%[57 µM]	3%	6%	/	-2%	-1%	-3%	-8%
Cc1cccc(NC(=O)Cn2c(=O)n(CC3CCC(C(=O)NCCc4ccccc4)CC3)c(=O)c3ccccc32)c1C (stereo not given)	13%	30%	0%	7%	-4%[59 µM]	-5%	?	-2%	-1%
CC(C)Oc1ccc(CC(=O)NNC(=S)Nc2ccccc2)cc1	-8%	39%[activator]	-6%	3%	/	14%	1%	-9%	0%

(more compounds)
SMILES	JMJD2A Tudor	HP1b chromo inh	BLM inh	POLI inh	G9a block	GLS inh	Pin1 inhibitor	PGK inhibitor	BAZ2B inh
CC(=O)C[C@H](O)CC(=O)[C@H]1OC(=O)CCCCCCCc2ccccc21	-13%	6%	/	3%	5%[2.33 µM]	18%	-8%	-1%	-11%
O=C(CSc1nnc(NC(=O)c2ccccc2C(=O)O)s1)Nc1ccccc1Cl	-8%[11.4 µM]	13%	-7%	12%	?	0%	-5%	-2%	12%
Cc1c(Cl)cccc1-n1nc(C)c2c(C)cc(=O)n(CC(=O)N3CCCc4ccccc43)c21	-23%	15%	-8%	3%	3%[59 µM]	3%	7%	1%	-14%
Cc1nn(C)c(C)c1C(C)NC(=O)c1ccc(OC2CCN(Cc3ccccn3)CC2)cc1 (stereo not given)	-11%	34%	0%	-8%	11%	-2%	-16%	8%	-35%
Cn1ncc(C(=O)N2CCN(c3ccc(F)cc3)CC2)c1C1CCN(C(=O)OC(C)(C)C)CC1	-13%	2%	4%	40%[activator]	-27%[59 µM]	7%	-3%	-9%	8%[57.1 µM]
CCCc1nc2c(=O)n(C)c(=O)[nH]c2n1CCC	-7%	12%	-2%	3%	?	9%	0%	1%	2%
O=C1CCN(C(=O)/C=C/c2ccccc2)c2ccccc21	-5%[11.4 µM]	30%	-4%	93%[activator]	16%	10%	1%	9%	1%
COc1ccccc1NC(=S)NCc1ccc2c(c1)OCO2	-22%	8%	0%	51%[activator]	13%[59 µM]	9%	-12%	i	-5%
Cc1ccc(S(=O)(=O)NCCC(=O)N2CC(C)OC(C)C2)cc1C (stereo not given)	-16%	8%	/	12%	?	4%	-1%	-3%	33%[activator]
COc1ccc(C(=O)N2CCC(C(=O)N3CCN(c4ccc(OC)cc4)CC3)CC2)cc1	-2%	4%	-5%	93%[activator]	?	-24%	-4%	-4%	-8%
COc1cc(N2CCCC2)c(OC)cc1/C=C(/C#N)c1ccc(F)cc1	32µM*	40µM*	-6%	8%	1.6µM*	54%[activator]	?	4%	16µM*
Cc1ccc(N2C(=O)C3Sc4[nH]c(=O)sc4C(c4ccccc4)C3C2=O)cc1 (stereo not given)	-34%	6%	-3%	11%	51%[activator][0.501 µM]	29%	-11%	-4%	50µM*
O=C(OC(C(=O)NC1CCCC1)c1ccncc1)C1=Cc2ccccc2OC1 (stereo not given)	-23%	29%	-1%	-8%	14%[12.7 µM]	2%	7%	-15%	-10%
COCc1nnc(NC(=O)c2ccc(S(=O)(=O)N(C)c3ccccc3)cc2)o1	79µM*	53%[activator]	2%	4%	-10%[59 µM]	-5%	-1%	-1%	?
O=C(O)c1ccc(Cl)c(S(=O)(=O)Nc2ccccc2C(=O)Nc2ccc(Cl)cc2)c1	-15%	-25%	0%	15%	?	?	-18%	i	-9%
Nc1nc2n(n1)C(c1ccco1)CC(c1ccc(Cl)cc1Cl)N2 (stereo not given)	-14%	4%	3%	-7%	7%	7%	1%	i	?
Cn1nnc(C(O)CN2CCOCC2)n1 (stereo not given)	3%	36%	0%	9%	79µM*	5%	1%	3%	-7%
COc1ccc(N2CC(NC(=O)C(c3ccccc3)c3ccccc3)CC2=O)cc1 (stereo not given)	-4%	25%	1%	13%	-3%[59 µM]	-17%	0%	-9%	-4%
COc1ccc(S(=O)(=O)N2CCN(C(=O)c3cccc(Cl)c3)CC2)cc1	-10%	9%	0%	9%	15%[59 µM]	5%	4%	3%	2%
COc1ccccc1CNc1nc2ccc(C)cc2n2nnnc12	-9%	31%	1%	21%	-8%[59 µM]	-1%	0%	3%	-5%
O=C1NC2(CCCCC2)OC12CCCCC2	3%	39%[activator]	/	16%	/	-3%	-6%	-7%	/
O=C(COc1ccc2ccccc2c1Br)NC(=S)Nc1cccc(CO)c1	?	9%	2%	12%	7%	6%	-3%	-6%	-4%
CC1CCN(CCCCOc2ccc([N+](=O)[O-])cc2)CC1	79µM*	5%	-12%	171%[activator]	11µM*	24%	0%	-2%	-33%
COc1ccc(Cn2c(SCc3ccc(C(=O)NCCc4ccccc4)cc3)nc3cccnc32)cc1	-12%	18%	-2%	-11%	-27%[59 µM]	-5%	?	-2%	-1%
O=C(NCCCNCc1ccccc1)c1ccccn1	?	28%&22%	2%	-1%&10%	?	9%&-10%	6%&0%	-3%	-5%
CC(=O)n1cc([C@H]2C=C(C(=O)Nc3ccccc3)O[C@@H](OCCCCO)C2)c2ccccc21	-22%	21%	-11%	18%	?	-4%	21%	-10%	?
Cc1cc(/C=C(\C#N)C(=O)O)c(C)n1CC1CCCO1 (stereo not given)	14µM*	?	-2%	4%	?	?	-1%	-1%	-31%
NC(=O)c1cccn1Cc1ccccc1Cl	-22%	11%	-4%	-3%[58.9 µM]	?	-1%	0%	i	-12%
O=[N+]([O-])c1ccc(N2CCN(c3cccc(Cl)c3)CC2)cn1	-29%	-13%	2%	12%	-5%	0%	-12%	-1%	-1%
O=C(CSc1ccc2nnc(-c3cccs3)n2n1)N1CCCC1	-3%	47%	-6%	51%[activator]	18µM*	-3%	-1%	i	?
S=C(NCCc1ccccc1)NCCN1CCOCC1	-8%	50%[activator]	0%	-12%	-5%	-6%	5%	0%	-8%
COc1ccccc1NS(=O)(=O)c1c(C(=O)N2CCCC2)c(C)n(C)c1C	-27%	6%	3%	12%	/	1%	2%	9%	-5%
C/C(CCc1ccccc1)=N\NC(=O)CC(=O)NCCc1ccccc1	-10%	27%	6%	31%[activator]	25%	5%	0%	-8%	3%
O=C(NCc1cn(-c2ccccc2)nc1-c1ccccc1)c1cccc([N+](=O)[O-])c1	-22%	14%	-8%	8%	?	-1%	15%	-3%	-38%
O=[N+]([O-])c1cc(S(=O)(=O)NCCN2CCOCC2)ccc1Sc1nnnn1-c1ccccc1	-24%	5%	-4%	-8%	-5%[59 µM]	7%	0%	-7%	-9%
Cc1cc2c(sc3c(C)ccc(C)c32)c(C)n1	?	16%	6%	-21%	/	-6%	2%	-10%	-8%
